# PAFAH1B3 inh – PAFAH1B3 enzyme inhibitors, primary screen, biochemical, fluorescence polarization, human; Platelet-activating factor acetylhydrolase IB subunit alpha1 (Homo sapiens), Q15102; recombinant PAFAH1B3, FP-rhodamine probe; inhibition, % at 3.39 µM; 340,000 compounds, 0.28% hits;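 active = inhibition above the screen-wide average of all tested compounds plus 3 SD, cut at about 25% in these data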;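 also: 0% = enzyme with DMSO only and 100% = wells lacking PAFAH1B3 protein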
# Target sequence (Q15102 whole entry, looked up): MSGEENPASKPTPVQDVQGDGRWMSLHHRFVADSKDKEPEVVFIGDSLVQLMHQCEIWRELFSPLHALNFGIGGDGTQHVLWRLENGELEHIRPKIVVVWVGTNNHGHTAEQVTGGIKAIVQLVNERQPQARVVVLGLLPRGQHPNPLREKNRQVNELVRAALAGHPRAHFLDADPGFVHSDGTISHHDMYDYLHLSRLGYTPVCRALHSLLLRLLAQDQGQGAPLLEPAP
# PAD4 FP inh – human PAD4 inhibitors, primary screen, biochemical, fluorescence polarization, 1536-well format | Protein-arginine deiminase type-4 (Homo sapiens), Q9UM07 | recombinant PAD4, RCA probe fluorescence polarization | inhibition, % at 6.36 µM | 330,000 compounds, 0.41% hits | AID 485272, 2010;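 active = percent inhibition above a cutoff equal to the mean of all tested compounds plus 3 SD, cut at about 15% in these data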;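 also: 0% = PAD4 with RCA probe and DMSO and 100% = probe without PAD4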
# EBNA-1 inhibitor – EBNA-1 DNA-binding inhibitors, primary screen, biochemical, fluorescence polarization | 300,000 compounds, 0.34% hits | inhibition, % at 14.8 µM | AID 1950, 2009; in the data active = inhibition above about 28%
# LYPLA1 counter – LYPLA1 inhibitors, primary screen, counter-screen for PME1 inhibitor project, biochemical, fluorescence polarization, FP-Rh probe ABPP; Acyl-protein thioesterase 1 (Homo sapiens), O75608; recombinant LYPLA1; inhibition, % at 5.9 µM; 320,000 compounds, 0.16% hits;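 active = inhibition above the mean of all tested compounds plus 3 SD, set per campaign, cut at about 14% in these data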;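 also: inhibitors block serine hydrolase probe labeling of LYPLA1 so polarization falls; 0% = enzyme with DMSO and 100% = wells lacking LYPLA1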
# PAFAH2 inh – PAFAH2 enzyme inhibitors, primary screen, biochemical, fluorescence polarization, human | Platelet-activating factor acetylhydrolase 2, cytoplasmic (Homo sapiens), Q99487 | recombinant PAFAH2, FP-rhodamine activity probe | inhibition, % at 3.39 µM | AID 492956, 2010 | 340,000 compounds, 0.99% hits;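 active = inhibition above the mean over all tested compounds plus 3 SD, cut at about 30% in these data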;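 also: inhibitors block probe labeling of enzyme so polarization drops; 0% = enzyme with DMSO and 100% = wells lacking PAFAH2 protein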
# LYPLA2 counter – LYPLA2 inhibitors, primary screen, counter-screen for PME1 inhibitor project, biochemical, fluorescence polarization, FP-Rh probe ABPP; AID 2177, 2009; inhibition, % at 5.9 µM; 320,000 compounds, 0.38% hits; recombinant LYPLA2;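 active = inhibition above the screen-wide mean plus 3 SD, limit set per campaign, cut at about 26% in these data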;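 also: 0% = LYPLA2 with DMSO and 100% = wells lacking LYPLA2 enzyme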
# Target sequence (O95372 whole entry, looked up): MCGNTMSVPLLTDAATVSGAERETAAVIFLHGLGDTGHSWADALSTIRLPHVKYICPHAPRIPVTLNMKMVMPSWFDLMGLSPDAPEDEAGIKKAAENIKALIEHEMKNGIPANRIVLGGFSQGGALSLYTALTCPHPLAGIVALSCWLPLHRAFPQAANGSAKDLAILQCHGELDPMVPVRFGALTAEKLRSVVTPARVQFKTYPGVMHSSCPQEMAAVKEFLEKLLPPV
# GSTO1 inh – inhibitors of recombinant GSTO1, primary screen, counter-screen for RBBP9 inhibitor project, biochemical, fluorescence polarization. Glutathione S-transferase omega-1 (Homo sapiens), P78417. activity-based probe fluorescence polarization. inhibition, % at 5.96 µM. 300,000 compounds, 1.1% hits;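 active = inhibition above the campaign mean inhibition plus 3 SD, cut at about 35% in these data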;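 also: 0% = GSTO1-1 with DMSO and 100% = wells lacking GSTO1-1 enzyme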
# ZTA counter – ZTA (EBV) inhibition in EBNA-1 counter-screen. ZTA-DNA binding, fluorescence polarization. inhibition, % at 11 µM. AID 2234. 320,000 compounds, 0.15% hits. P03206; in the data active = inhibition above about 33%
# Target sequence (P03206 whole entry, looked up): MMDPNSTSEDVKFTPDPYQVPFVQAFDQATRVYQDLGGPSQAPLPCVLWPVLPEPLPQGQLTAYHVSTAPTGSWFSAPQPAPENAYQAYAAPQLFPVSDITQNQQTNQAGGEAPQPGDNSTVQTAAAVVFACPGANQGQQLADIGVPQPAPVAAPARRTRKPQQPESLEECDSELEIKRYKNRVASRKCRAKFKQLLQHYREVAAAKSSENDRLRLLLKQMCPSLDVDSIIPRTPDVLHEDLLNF
# PREPL inh – PREPL enzyme inhibitors, primary screen, biochemical, fluorescence polarization; Prolyl endopeptidase-like (Homo sapiens), Q4J6C6; recombinant PREPL, fluorescence polarization activity-based probe; inhibition, % at 5.96 µM; 320,000 compounds, 0.68% hits; in the data active = inhibition above about 43%;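 also: 0% = enzyme with DMSO and 100% = wells lacking enzyme; many of its hits are not listed in these tables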
# Starred values were filed as active, the others as inactive; · = no result given. These rows are one share of the data; count on the stated rates, not on these rows.
SMILES,PAFAH1B3 inh,PAD4 FP inh,EBNA-1 inhibitor,LYPLA1 counter,PAFAH2 inh,LYPLA2 counter,GSTO1 inh,ZTA counter,PREPL inh
N#CC1(c2ccccc2)CCCN1C(=O)c1ccco1 (configuration not stated),2,0,-3,0,6,2,1,-11,7
Cc1occc1C(=O)NNC(=S)Nc1cccc([N+](=O)[O-])c1,1,2,-12,2,6,0,-13,2,13
C[C@H](CO)N1C[C@H](C)[C@@H](CN(C)S(=O)(=O)c2cccs2)Oc2c(NC(=O)Cc3ccccc3)cccc2C1=O,2,6,·,·,10,·,·,·,43*
CCN1CCN(c2ccc([N+](=O)[O-])cc2S(=O)(=O)N2CCOCC2)CC1,6,2,5,2,-3,12,5,-5,9
CCOC(=O)CSc1nnc(-c2ccc(S(=O)(=O)NCc3cccs3)cc2)o1,7,0,5,-4,2,-2,5,-5,9
CCOC(=O)c1sc(NC(=O)c2sc(C)nc2C)nc1C,16,-8,-1,4,4,8,-15,-27,-1
Cc1cccc(NC(=O)CCSc2nncn2C)c1,-2,-1,11,-1,4,0,-3,4,-8
O=C(CN1C(=O)c2cccc3cccc1c23)NCc1cccnc1,2,-2,8,-3,-9,-1,-2,10,-4
Cc1ccc(-c2nc(CSCC(=O)NCCCN3CCOCC3)c(C)o2)cc1,8,-2,0,-1,4,7,-7,0,2
CN(C)Cc1c(C(=O)N/N=C/CCc2ccccc2)nnn1-c1nonc1N,5,3,-10,-1,7,-3,-1,10,14
CCCCOc1cccc(C(=O)N(Cc2cccs2)C2CCS(=O)(=O)C2)c1 (configuration not stated),7,3,4,-2,7,5,3,2,14
Cc1noc(C)c1C(=O)N1CCCC(Nc2ccc(C(C)C)cc2)C1 (configuration not stated),0,-6,-11,1,-8,-3,2,5,12
COc1cccc(NC(=O)C2CCCC2)c1,14,-2,3,3,7,1,-1,1,3
C/C=C/C(=O)OCc1csc(CC(=O)Nc2ccccc2C)n1,1,-3,-11,-1,2,4,-4,11,1
CC(NC(=O)C(=O)N1CCOCC1)C(c1cccs1)N1CCN(c2ccc(F)cc2)CC1 (configuration not stated),3,0,-4,2,-1,-1,0,-10,23
CCNC(=O)N1C(=O)C2(OCCO2)c2ccccc21,5,-2,5,0,1,-5,5,22,-3
O=C(NCC(c1ccco1)N1CCCCC1)C(c1ccccc1)c1ccccc1 (configuration not stated),6,8,10,-6,-3,-1,5,16,0
O=C(CCCC(=O)n1cnc2ccccc21)n1cnc2ccccc21,4,-2,2,-2,9,-4,-2,15,-3
COc1ccc(C(CCN2CCOCC2)c2c(O)cc(OC)cc2OC)cc1 (configuration not stated),10,-1,4,-3,11,3,4,-14,-34
COc1ccc(-n2c(COc3ccc(Cl)cc3)nnc2SCc2ccc(C#N)cc2)cc1,-1,-3,-5,-7,-2,-3,14,5,-33
Cc1ccc(OC/C(O)=C(\C#N)c2nc3ccccc3s2)cc1,-1,0,-2,-5,11,-1,-22,5,3
COCCn1c(SCC(=O)Nc2ccc(C(C)=O)cc2)nnc1-c1ccco1,0,0,2,3,5,-2,10,-2,-1
CCNS(=O)(=O)c1ccc(CCC(=O)NC2CCCC2)cc1,7,3,2,3,1,3,3,8,17
CC1(C)N=C(C(=O)c2ccccc2)N(O)C1(C)O (configuration not stated),5,-7,-8,3,0,2,5,-21,9
Cc1ccccc1NC(=O)Cn1c(NCC(C)O)nc2ccccc21 (configuration not stated),-2,-1,-8,-4,-2,0,6,-13,-4
O=C(CN1C(=O)c2ccccc2S1(=O)=O)NCc1ccccc1,14,2,-4,-1,-15,-7,0,8,-6
COc1ccccc1NS(=O)(=O)c1ccc(C)c(NS(=O)(=O)c2cc(C(=O)O)cc(C)c2C)c1,4,2,6,3,1,-2,7,-2,-2
CC[C@@H]1CN(C)[C@H]2Cc3c([nH]c4ccccc34)C(=O)C[C@@H]1[C@@H]2C(=O)OC,1,5,2,-2,2,7,-11,-13,10
O=S(=O)(c1ccc2c(c1)CCN2)N1CCCC1,3,-2,·,1,3,4,·,-10,4
Cc1cccc(N2CCN(C(=O)c3ccc(N4CCCC4=O)cc3)CC2)c1C,2,-8,-8,1,22,-2,5,-3,17
CC(C)c1onc(C(=O)N2CCN(c3ccc(F)cc3)CC2)c1[N+](=O)[O-],6,-4,11,2,4,3,10,3,3
COc1ccc(/C=C(/C#N)C(=O)Nc2ccc(O)cc2)cc1C(=O)O,6,3,-9,-3,9,-2,2,3,-1
COc1cc(OC)cc(C(=O)NCC(=O)OCC(=O)N2CC(C)CC(C)C2)c1 (configuration not stated),10,3,5,-2,3,-5,5,9,-3
COc1cc(-c2n[nH]c(=S)n2-c2cccc(C(F)(F)F)c2)cc(OC)c1OC,4,4,16,-2,0,1,3,-17,8
COc1cc(/C=C(\C#N)C(=O)Nc2cccc3ncccc23)cc(OC)c1OC,3,-1,1,-3,-6,0,1,-10,5
Cc1cc(OCCCCN2C(=O)NC(C)(C)C2=O)ccc1[N+](=O)[O-],-6,-2,2,0,-1,-4,4,13,2
CCOC(=O)C1=C(Nc2ccc(Cl)cc2)OCC1=O,0,4,11,-2,-2,-6,-9,-4,-7
COc1cc(/C=N/NC(=O)CCC(=O)NC2CCCCC2)ccc1C,6,1,4,2,8,6,-6,12,6
COc1cc(C(=O)NC(CCSC)C(=O)OCC(=O)NC(=O)C2CCCCC2)cc(OC)c1OC (configuration not stated),1,-1,-1,3,2,2,12,-10,15
CSCCC(NC(=O)COc1ccccc1)C(=O)N1CCCCCC1 (configuration not stated),9,-3,·,-1,-2,1,·,5,2
O=C1NN=C(CSc2n[nH]c(=S)s2)CS1,2,1,1,5,0,1,-1,-12,5
COc1ccc(/C=C2\CCCC3C2=NN(C(=O)CSc2n[nH]c(N)n2)C3c2ccc(OC)cc2)cc1 (configuration not stated),-4,-3,-10,-4,1,-2,-8,-1,25
CC(C)(C)c1ccccc1OCC(=O)NCc1ccccc1,11,-4,-9,2,6,8,4,-12,-3
COc1cc(/C=N/NC(=O)c2cc(-c3cccc(Br)c3)nc3ccccc23)cc(OC)c1O,3,4,-15,-14,13,-15,4,-11,11
Cn1ccnc1C(=O)c1ccc(S(=O)(=O)N2CCCC2)cc1,10,-2,4,-1,6,2,-2,9,6
CN(c1ccc(C(=O)NC2CC2)cc1)S(=O)(=O)c1ccccc1,4,-6,-1,2,2,1,4,-4,-10
Cc1ccc(CN2CCN(CC(=O)N=Nc3c(O)[nH]c4ccccc34)CC2)cc1,7,8,-13,-4,-1,-5,-2,-9,29
O=C(Cn1[nH]c(=O)c2ccccc2c1=O)N1CCN(S(=O)(=O)c2ccc(Cl)cc2)CC1,-6,1,·,2,-5,12,·,-14,21
CCOC(=O)N1CCN(C(=O)c2ccc(Cl)c(S(=O)(=O)Nc3ccccc3)c2)CC1,5,-3,4,1,-1,-3,5,8,-2
COCCn1c(=N)c(C(=O)NCc2ccco2)cc2c(=O)n3ccccc3nc21,3,3,1,2,3,3,-2,-8,15
CCC1=C(OC(=O)N(CC)CC)N2C(=O)OC(=NCc3ccccc3)[C@]2(C)[C@H]2C1=CC[C@H]1C(=O)N(c3ccccc3)C(=O)[C@H]12,-1,6,-4,0,3,-1,2,-1,7
